Compound activity deposited in PubChem by National Center for Advancing Translational Sciences (NCATS).
DRD3 agonist: D3 dopamine receptor (human) agonism; P35462; D3R DiscoveRx beta-arrestin cells, luminescence, 90 min; max activation, %; actives 0.58% (n = 410,000); AID 652048; in the data active = max activation above about 30%; also: 0% is about no effect; mostly tested at two doses, the higher about 12 µM
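Agonist mode: compounds and dopamine controls were applied to plated cells for 90 min at 37 degrees C after an overnight attachment at 1500 cells/well. Luminescent read-out followed 30 - 60 minutes at room temperature with DiscoveRx detection reagent.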
MmCpn inh: inhibitors of Methanococcus maripaludis chaperonin (MmCpn). purified Mm-Cpn ATPase, ADP Transcreener TR-FRET. Potency, µM (top dose mostly 76.9 µM), inactives show at the top dose activity, negative = inhibition, hits mostly inhibitors. actives 0.031% (n = 330,000); also: potency is read from the fitted curve at half-maximal effect; % is scaled to controls: 0 for no effect and ±100 for the full control effect; nearly all actives have a fitted effect of over 80% in size
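Eu-cryptate anti-ADP/ADP-d2 competition gives a ratio inversely related to ADP. Enzyme at 25 nM was pre-exposed to compound for 10 min, then given 10 uM ATP for 30 min, 37°C throughout.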
EPAC2 antagonist: antagonists of human EPAC2. AID 720708. actives 0.18% (n = 360,000). Potency, µM (series often up to 114 µM), without a hit: at the highest dose activity, negative = inhibition, actives largely listed as inhibitors. EPAC2 GEF exchange of Rap1B-BODIPY-GDP, fluorescence. Q8WZA2; also: potency is read from the fitted curve at half-maximal effect; % is scaled to controls: 0 for no effect and ±100 for the full control effect; nearly all actives have a fitted effect of over 45% in size; many of its hits are not listed in these tables
Target sequence (Q8WZA2 whole entry, looked up): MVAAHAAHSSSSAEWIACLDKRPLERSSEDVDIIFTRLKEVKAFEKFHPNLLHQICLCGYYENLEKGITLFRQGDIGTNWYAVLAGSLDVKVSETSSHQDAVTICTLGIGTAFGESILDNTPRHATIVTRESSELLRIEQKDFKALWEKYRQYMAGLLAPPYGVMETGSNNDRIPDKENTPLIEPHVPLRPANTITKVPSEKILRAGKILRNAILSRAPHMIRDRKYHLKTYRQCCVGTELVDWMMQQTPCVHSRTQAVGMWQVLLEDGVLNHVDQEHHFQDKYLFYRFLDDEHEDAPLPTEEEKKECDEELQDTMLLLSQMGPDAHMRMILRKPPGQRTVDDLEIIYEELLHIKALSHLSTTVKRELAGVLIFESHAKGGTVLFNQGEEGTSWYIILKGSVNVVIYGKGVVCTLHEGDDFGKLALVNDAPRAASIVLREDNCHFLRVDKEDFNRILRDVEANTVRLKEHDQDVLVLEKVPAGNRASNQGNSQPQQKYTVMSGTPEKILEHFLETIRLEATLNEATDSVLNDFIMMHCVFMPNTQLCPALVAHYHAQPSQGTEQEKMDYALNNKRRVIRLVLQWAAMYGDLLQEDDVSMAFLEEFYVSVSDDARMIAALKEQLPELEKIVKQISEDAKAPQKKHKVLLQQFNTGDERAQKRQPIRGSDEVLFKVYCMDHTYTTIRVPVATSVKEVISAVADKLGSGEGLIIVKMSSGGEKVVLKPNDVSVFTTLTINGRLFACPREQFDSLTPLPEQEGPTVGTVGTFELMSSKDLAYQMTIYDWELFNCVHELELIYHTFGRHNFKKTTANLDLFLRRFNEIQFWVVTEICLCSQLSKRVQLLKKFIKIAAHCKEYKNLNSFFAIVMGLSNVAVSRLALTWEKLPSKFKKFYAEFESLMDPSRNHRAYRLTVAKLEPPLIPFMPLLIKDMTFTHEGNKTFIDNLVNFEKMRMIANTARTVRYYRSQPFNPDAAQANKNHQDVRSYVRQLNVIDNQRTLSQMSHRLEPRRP
CCT modulator: changes cytosolic chaperonin activity | actives 0.3% (n = 360,000) | AID 651819 | purified chaperonin ATPase assay, HTRF ADP detection, 30 min | activity change, % (no concentration beside the values), hits read low; in the data active = activity change below about -30%; also: % is scaled to controls: 0 for no effect and ±100 for the full control effect
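TRiC (40 or 20 nM final, by batch activity) in 30 mM Tris pH 7.4, 100 mM KCl, 5 mM MgCl2, 1 mM DTT was treated with compound at 76 uM single dose, then 10 uM ATP, 30 min at 37 °C. ADP was read by HTRF Transcreener.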
EPAC2 ag: EPAC2 (human) agonism; Q8WZA2; EPAC2 activation, biochemical qHTS; response scale: 100% = 6.5 mM cAMP response; Potency, µM (highest dose often 154 µM), for the others: top-dose activation, actives largely listed as activators; actives 0.079% (n = 360,000); also: potency is read from the fitted curve at half-maximal effect; nearly all actives have a fitted effect of over 50% in size
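Exchange assay: 100 nM EPAC2 with 250 nM Rap1B-BODIPY-GDP and 50 uM GDP. Fluorescence (ex 480/em 540 nm) read every 5 min for 30 min at room temperature. Data normalized to 6.5 mM cAMP as agonist control.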
PTHR1 agonist: agonists of human PTHR1 parathyroid hormone receptor | HEK293 GP2 PTHR1 cells, GloSensor cAMP luminescence, 1 h | Potency, µM (titrated, usually from 115 µM), inactives show top-dose activation, hits mostly activators | actives 0.075% (n = 410,000) | AID 743266; also: potency is read from the fitted curve at half-maximal effect; nearly all actives have a fitted effect of over 55% in size; some results filed as inactive show a strong effect at the top dose; inactives centre near -15; many of its hits are not listed in these tables
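HEK-293-derived GP2 cells expressing PTHR1 and a GloSensor cAMP reporter, 3,000/well, plated overnight, given luciferin plus IBMX (each 0.5 mM as added) for 1 h at 37 °C, then compound for 1 h at 37 °C. Luminescence was read after 15 min at room temperature.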
Akt phos inh: Akt phosphorylation inhibition; Neuro2A IGF-stimulated pAkt S473 HTRF, 20 min; hits give low values; activity change, % for hits at 50 µM; actives 0.32% (n = 360,000); in the data active = activity change below about -80%; inconclusive = mostly about -51% to -80%; also: % is scaled to controls: 0 for no effect and ±100 for the full control effect
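Single-point screen (50 µM final compound) in Neuro2A cells stimulated 20 min with 6 nM IGF at 37 deg C. After lysis, Ser473-phosphorylated Akt read by HTRF (ex 330 nm, em 615/665 nm) as the 665/615 ratio.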
D3 antag: antagonists of human D3 dopamine receptor. D3R cells, DiscoveRx beta-arrestin luminescence, antagonist mode; hits give low values. actives 2.5% (n = 360,000). AID 652054. max response, negative = inhibition, %. P35462; in the data active = max response below about -50%; inconclusive = no clear call, values can overlap the other calls; also: % is scaled to controls: 0 for no effect and ±100 for the full control effect; mostly tested at two doses, the higher about 12 µM
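Cells expressing the human receptor were seeded at 1500 cells/well, incubated overnight at 37 degrees C in 5% CO2, then exposed to library compounds with dopamine controls for 90 minutes at 37 degrees C before luminescent detection.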
The depositor's hits bear a star; i = inactive; ? = inconclusive; . = not tested or not shown; [ ] = remark or other dose. Unless noted, calls follow the shape of the dose curve; as a rule, active = well fitted curve in the direction sought with a large enough effect; inconclusive = small, poorly fitted or top-dose-only effect, or another doubt; inactive = no such curve, though single readings can be large; an effect the other way counts as inactive or inconclusive. An excerpt. The share of hits here may be higher or lower than overall.

structure	DRD3 agonist	MmCpn inh	EPAC2 antagonist	CCT modulator	EPAC2 ag	PTHR1 agonist	Akt phos inh	D3 antag
Cc1ccccc1NC(=O)COc1coc(CN2CCN(Cc3ccccc3)CC2)cc1=O	-18.2	-1.1%	-3.4%	-3.7	1.8%	-57.0%[inhibitor]	i	-9.7
CSc1nc(=S)n(-c2ccc([N+](=O)[O-])cc2)c(C)c1C(C)=O	5.2	1.3%	7.9%	-2.1	7.8%	i	i	6.7
CC1CCN(C(=O)CSc2nc(=O)n3cc(Cl)ccc3n2)CC1	-0.8	-4.5%	4.1%	1.1	6.0%	i	i	6.3
CCS(=O)(=O)c1nc(S(=O)(=O)c2ccc(C)cc2)c(N2CCCC2)s1	-7.9	-14.6%	9.0%	-2.7	-1.0%	-35.6%[inhibitor]	i	-14.5
O=C(NCc1ccccn1)c1ccc(N2CCCC2=O)cc1	4.7	-0.7%	0.2%	-0.8	7.8%	-22.2%[57.5 µM]	i	?
CCOCCn1c(=O)c2c(nc3n2CCCN3Cc2ccccc2)n(C)c1=O	14.5	0.9%	-1.4%	-2.2	4.1%	i	i	-7.5
Cc1cc(NC(=O)c2c(Cl)cccc2Cl)no1	5.4	0.8%	-3.8%	-1.4	3.2%	i	i	-16.6
N/C(=N\NS(=O)(=O)c1ccccc1)c1ccccn1	-11.1	.	15.6%	-2.1	11.1%	-24.1%	i	-5.3
O=C(CC(Nc1ccccc1)C(=O)O)c1ccccc1 (centres undefined)	-3.1	-0.1%	1.0%	-10.3	13.8%	-7.1%	i	-22.3
COc1ccc(OC)c(NC(=O)CCN2CCN(c3ccccc3)CC2)c1	30.4*	0.3%	-1.5%	-1.4	13.7%	-3.7%[57.5 µM]	.	-52.6*
C/C(=N/NC(=O)CNC(=O)c1cccnc1)c1ccc([N+](=O)[O-])cc1	1.6	0.8%	17.3%	-3.6	-1.4%	i	i	-12.5
Cc1cc(C)c(NC(=O)CNC(=O)c2cc(C3CC3)nn2-c2ccccc2)c(C)c1	-18.5	0.4%	-12.8%	1.0	5.0%	7.5%	i	?
COc1ccc(CNC(=O)C/C(C)=N/NC(=O)c2ccc([N+](=O)[O-])cc2Cl)cc1	4.8	1.0%	?	1.0	13.7%	-10.3%	i	14.1
COCCn1nnnc1C(c1ccccc1OC)N1CCN(C(=O)c2ccco2)CC1 (centres undefined)	0.7	-2.8%	-5.6%	-1.9	13.3%	16.7%	i	-4.4
CCN(CC)S(=O)(=O)c1cccc(NC(=O)COC(=O)/C=C/c2cccs2)c1	3.7	1.8%	-8.7%	-3.8	17.4%	-12.7%	i	-21.0
COc1ccccc1NCC(=O)NC(=O)NC1CCCCC1	-1.3	3.7%	2.0%	-0.5	-2.8%	i	i	10.1
CC[C@]12c3[nH]c4cc(-c5ccco5)ccc4c3CCN1C(=O)[C@@H](CC(=O)NC/C=C(\C)CCC=C(C)C)C[C@@H]2C(=O)N1CCN(C(=O)c2ccco2)CC1	8.0	-4.2%	0.8%	-1.2	-10.0%	i	i	-7.0
COC(=O)c1ccc2c(=O)[nH]c(CSc3nc(-c4ccc(F)cc4)cs3)nc2c1	-2.6	-21.0%	-1.4%	-6.8	-1.1%	i	i	-6.2
COc1ccccc1OCC(=O)NCCSCc1ccccc1Cl	-3.9	0.5%	-5.7%	-0.1	11.4%	-53.5%[inhibitor]	i	2.5
Cc1ccccc1CNC(=O)c1ccc2sc([C@H]3C[C@H](O)[C@@H](CO)O3)nc2c1	1.9	.	0.6%	-0.2	10.0%	-6.5%	i	32.6
Cc1noc(C)c1NC(=O)Nc1cccc2c1O[C@H](CN(C)S(=O)(=O)c1c(C)noc1C)[C@@H](C)CN([C@H](C)CO)C2=O	-16.8	0.6%	7.0%	0.9	4.5%	i	i	-17.2
O=C(CN(C1CCCCC1)S(=O)(=O)c1ccc(Cl)cc1)NCCCO	1.7	-8.0%	6.7%	-2.7	2.4%	i	i	-23.7
Fc1ccc(N2CCN(Cc3ccccn3)CC2)cc1	-14.6	0.9%	-0.6%	-0.8	2.6%	i	i	-19.8
Cc1ccc(CNC(=O)Cn2cnc(S(=O)(=O)N3CCCCC3)c2)o1	0.8	1.3%	12.4%	2.1	4.5%	i	i	8.9
CN(c1ccccc1C(=O)Nc1ccccc1C(=O)NCc1ccco1)S(C)(=O)=O	22.7	-0.6%	-5.0%	1.4	11.7%	i	i	-13.6
Cc1cccc(NS(=O)(=O)c2ccc(C(=O)N3CCCC3)cc2)c1C	-2.7	-1.8%	-1.5%	-2.1	15.3%	-50.3%[inhibitor]	i	?
C=C(C)CNc1cc(S(=O)(=O)N2CCOCC2)ccc1Oc1ccccc1	3.2	-1.6%	-15.4%	-0.2	21.6%	-23.9%	i	4.8
Cc1cc(NC(=O)CSCC(=O)N(C)Cc2cccc(Cl)c2)no1	-15.7	-2.3%	4.8%	-2.8	13.1%	i	i	-4.9
CN(C(=O)c1ccc(NC(=O)Cc2cccc(NC(=O)C3CCCN(C(=O)C4CC4)C3)c2)cc1)C1CCCC1 (centres undefined)	-4.4	-4.5%	8.4%	-3.1	-1.9%	i	i	-21.8
CCn1c(SCC(=O)Nc2oc(C)c3c(C)n[nH]c(=O)c23)nc2sc(C)c(C)c2c1=O	0.1	2.1%	21.2%	-2.0	-11.1%	1.8%	i	29.1

Random excerpt: 2 records from the list, in no set order.
structure	DRD3 agonist	MmCpn inh	EPAC2 antagonist	CCT modulator	EPAC2 ag	PTHR1 agonist	Akt phos inh	D3 antag
C=C(C)CNc1cc(S(=O)(=O)N2CCOCC2)ccc1Oc1ccccc1	3.2	-1.6%	-15.4%	-0.2	21.6%	-23.9%	i	4.8
CCN(CC)S(=O)(=O)c1cccc(NC(=O)COC(=O)/C=C/c2cccs2)c1	3.7	1.8%	-8.7%	-3.8	17.4%	-12.7%	i	-21.0

(next part)
structure	DRD3 agonist	MmCpn inh	EPAC2 antagonist	CCT modulator	EPAC2 ag	PTHR1 agonist	Akt phos inh	D3 antag
CCn1c(SCC(=O)NNC(=O)Cc2ccccc2)nnc1-c1ccccc1	-10.4	1.3%	4.3%	0.9	4.6%	i	i	-51.4*
CCOC(=O)C(=CNc1cc(C)ccn1)C(=O)OCC	3.6	0.8%	-7.8%	-5.2	6.6%	-27.4%	i	34.1
CCOc1ccc(N(CC(=O)Nc2ccccc2OC)S(C)(=O)=O)cc1	2.3	2.1%	2.8%	-1.4	7.5%	-1.9%	i	2.5
CCOC(=O)c1c(C)n(OCc2ccccc2)c2ccc3nonc3c12	4.4	-0.1%	-0.9%	-2.6	14.5%	-10.0%[57.5 µM]	i	31.3
CC1CCCC(NC(=O)C2CCC(CNc3c(N4CCCC4)c(=O)c3=O)CC2)C1C (centres undefined)	2.2	1.7%	-4.5%	-1.5	3.1%	-2.1%	i	-1.3
Cc1ccc(CN2CCc3[nH]c(=O)[nH]c(=O)c3C2)cc1	5.3	2.2%	1.4%	-1.0	6.8%	-1.2%	i	0.1
COc1ccccc1C(NC(=O)C1CCN(CCOc2ccccc2)CC1)c1ccccn1 (centres undefined)	-7.0	.	15.8%	-0.6	0.3%	i	i	-55.2*
Nc1cccc(C(=O)Nc2ccccc2Cl)c1	-3.9	0.8%	2.3%	-1.3	8.7%	-4.0%[57.5 µM]	i	7.1
N#Cc1cc(S(=O)(=O)c2ccc(F)cc2)c(N)[nH]c1=O	18.2	-28.4%	0.9%	-2.8	14.5%	i	i	4.9
Cn1nc(C(C)(C)C)cc1C(=O)NNC(=O)c1cccc(Cl)c1	14.3	2.0%	-6.5%	0.1	9.5%	-82.8%[inhibitor]	i	15.1
N#Cc1c(NC(=S)NC(=O)C2CCCC2)sc2c1CCCCC2	29.8	-1.1%	1.8%	-10.7	0.7%	-25.3%	i	6.8
CCc1nc2ccccc2c(C(=O)Nc2cc(C)ccc2C)c1C	2.0	-1.1%	-2.4%	-0.9	8.4%	-61.9%[inhibitor]	i	-3.4
CN(C)c1ccc(C(CNC(=O)c2ccco2)N2CCCC2)cc1 (centres undefined)	-8.2	-3.3%	1.0%	-3.8	7.3%	-9.3%	i	-11.0
CCOC(=O)c1oc2c(CN3CCCCC3C)c(O)ccc2c(=O)c1-c1ccc(OC)c(OC)c1 (centres undefined)	-6.2	-0.2%	-2.2%	-6.3	2.6%	-15.2%[57.5 µM]	i	-13.0
CCOC(=O)c1ccc(S(=O)(=O)N2CCC(N3CCCCCC3)CC2)cc1	2.6	.	-5.1%	2.1	1.3%	-29.3%	i	0.0
Nn1c(SCc2cc([N+](=O)[O-])cc3c2OCOC3)nnc1-c1ccccn1	3.8	-0.5%	-1.2%	-3.6	-3.7%	i	i	5.6
CC(=O)c1cccc(NC(=S)NC(=O)c2cccc(C)c2)c1	-6.3	0.8%	-10.8%	-3.1	13.0%	-23.8%	i	2.4
CCNC(=O)COc1ccc(/C=C2\COc3ccccc3C2=O)cc1OC	-1.1	-1.5%	-0.6%	-2.3	7.6%	-55.0%[inhibitor]	i	-7.9
Cc1cc2c3c(c1C)C1(C(=O)N3C(C)(C)CC2C)C(C#N)=C(N)Oc2n[nH]c(C)c21 (centres undefined)	0.3	2.0%	1.1%	1.9	-1.4%	i	i	-8.7
CCc1ccc(NC(=O)CSc2nc(=O)n3cc(C)ccc3n2)cc1	4.2	0.7%	3.3%	-4.6	3.6%	-5.1%	i	2.1
Cn1c(=O)[nH]c(Nc2ccc(F)cc2)c([N+](=O)[O-])c1=O	1.9	0.2%	10.5%	2.5	-7.2%	i	i	0.4
COc1ccc(N2CCN(C(=O)CCc3c[nH]c4ccccc34)CC2)cc1	-1.8	0.1%	-10.5%	-1.1	12.4%	i	i	15.9
O=C(O)c1ccc(Sc2nnnn2-c2ccccc2)c([N+](=O)[O-])c1	0.8	1.2%	11.4%	-0.2	5.1%	i	i	-63.7*
COc1ccc(C(=O)NCc2nnc(SCC(=O)Nc3nc4ccccc4s3)o2)cc1OC	0.3	0.1%	9.1%	-1.8	-17.8%	i	i	0.2

Looked up above:
CCT modulator result of `N#Cc1c(NC(=S)NC(=O)C2CCCC2)sc2c1CCCCC2` → -10.7
CCT modulator result of `CCn1c(SCC(=O)NNC(=O)Cc2ccccc2)nnc1-c1ccccc1` → 0.9
EPAC2 ag result of `CC(=O)c1cccc(NC(=S)NC(=O)c2cccc(C)c2)c1` → 13.0%
